Rpn11 inh – Rpn11 (human) deubiquitinase inhibition | O00487 | human 26S proteasome, Ub4-pepOG fluorescence polarization; 20S core pre-blocked with epoxomicin | calls only at 20 µM | 0.59% of 360,000 active | AID 588493;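 active = inhibition at 20 µM, scaled to each plate's controls, above about 33%, limit read from the data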
Target sequence (O00487 whole entry, looked up): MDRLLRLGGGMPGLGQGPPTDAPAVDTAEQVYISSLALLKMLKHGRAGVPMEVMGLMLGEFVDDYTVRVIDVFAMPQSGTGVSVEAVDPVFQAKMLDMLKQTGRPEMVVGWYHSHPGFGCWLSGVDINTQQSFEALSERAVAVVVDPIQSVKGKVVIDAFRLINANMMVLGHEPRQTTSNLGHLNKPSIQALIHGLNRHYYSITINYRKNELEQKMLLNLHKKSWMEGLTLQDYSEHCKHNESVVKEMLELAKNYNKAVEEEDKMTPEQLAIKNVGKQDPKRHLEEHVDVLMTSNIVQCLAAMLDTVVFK
SUMO1 PPI mod – modulators of human SUMO1-mediated protein-protein interactions; inhibition, % at 20 µM; SUMO1 binding to a labelled peptide, TR-FRET, 1 h; P63165; AID 602429; 0.33% of 360,000 active; in the data active = inhibition above about 37%
Target sequence (P63165 whole entry, looked up): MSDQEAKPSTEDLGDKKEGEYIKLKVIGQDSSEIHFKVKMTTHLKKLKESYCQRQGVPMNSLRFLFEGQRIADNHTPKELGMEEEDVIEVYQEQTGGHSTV
DNMT1 inh – inhibitors of human DNMT1. 0.83% of 360,000 active. P26358. inhibition (reported as % activation of signal), % at 10 µM. DNMT1 molecular beacon, Hinp1I cleavage, fluorescence; in the data active = inhibition above about 50%
CSN inh – CSN deneddylation inhibition; Purified CSN, SCF-Nedd8-OG deneddylation, fluorescence polarization; inhibition, % at 12.5 µM; 0.38% of 360,000 active; AID 651999;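 active = pattern-corrected inhibition above about 35%, with an unprinted fluorescence ratio check between 0.5 and 1.5, limit read from the data, passing the limit was not always enough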;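 note: 0% = enzyme with substrate and 100% = substrate without enzyme; some results filed as inactive read as strong as hits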
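Test system: Human Csn5 produced in HEK293T cells | Compound: 12.5 µM single point | Times: 90 min, room temperature | Signal: Fluorescence polarization readout | Read-out basis: % inhibition of substrate cleavage by Csn5 | Controls: no-enzyme wells high, enzyme-with-substrate wells low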
STEP block – blocks human striatal-enriched tyrosine phosphatase. P54829. recombinant STEP, OMFP fluorogenic substrate, fluorescence. inhibition, % at 20 µM. 0.25% of 360,000 active. AID 588621;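 active = inhibition at 20 µM, scaled per plate between control wells, above about 37%, limit read from the data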;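 note: 0% = DMSO with enzyme and substrate and 100% = substrate only without enzyme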
Target sequence (P54829 whole entry, looked up): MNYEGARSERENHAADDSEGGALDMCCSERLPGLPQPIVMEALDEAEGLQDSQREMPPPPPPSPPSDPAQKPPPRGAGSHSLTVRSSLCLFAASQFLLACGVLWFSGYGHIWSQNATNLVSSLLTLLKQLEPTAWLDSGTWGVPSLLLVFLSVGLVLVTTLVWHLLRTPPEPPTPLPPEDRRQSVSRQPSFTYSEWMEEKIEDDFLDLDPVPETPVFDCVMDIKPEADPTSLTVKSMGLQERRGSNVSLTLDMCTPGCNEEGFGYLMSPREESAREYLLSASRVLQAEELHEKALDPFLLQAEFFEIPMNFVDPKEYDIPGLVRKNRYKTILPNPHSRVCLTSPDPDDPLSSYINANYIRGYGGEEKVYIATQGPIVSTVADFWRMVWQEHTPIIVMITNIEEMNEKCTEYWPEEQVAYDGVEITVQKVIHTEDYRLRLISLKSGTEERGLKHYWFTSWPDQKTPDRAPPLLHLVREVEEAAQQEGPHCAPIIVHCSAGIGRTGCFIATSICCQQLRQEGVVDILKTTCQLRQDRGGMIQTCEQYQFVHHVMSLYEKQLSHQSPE
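Assay system: isolated STEP enzyme / Timing: 20 min at room temperature, dark / Doses: 20 µM, 1% DMSO / Technique: fluorescence intensity, excitation 480 nm, emission 540 nm / Reagent: fluorogenic phosphatase substrate OMFP at 25 µM final / Measure: percent inhibition scaled to no-enzyme and uninhibited-enzyme controls, plate-pattern corrected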
LMPTP block – blocks human LMPTP phosphatase. P24666. AID 651560. recombinant LMPTP-A, OMFP fluorogenic substrate, fluorescence intensity. inhibition, % at 20 µM. 0.22% of 360,000 active;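 active = compounds that cut the enzyme signal by at least half of the control window in the single-dose screen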;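 note: plate controls were DMSO wells with enzyme plus substrate for no effect and substrate without enzyme for full effect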
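Assay system: LMPTP-A phosphatase enzyme | Input: 0.625 nM enzyme | Also added: Fluorogenic phosphatase substrate OMFP at 400 µM final | Compound dosing: One test concentration per compound, 20 µM, with 3% DMSO overall | Schedule: 50 min enzyme reaction at room temperature, protected from light | Signal: Fluorescence intensity | Benchmarks: no-enzyme and uninhibited controls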
MLLE-PAM2 inh – blocks PAM2 peptide binding to the PABP1 MLLE domain; inhibition, % at 20 µM; GST-MLLE / FITC-PAM2 fluorescence polarization; P11940; 0.36% of 360,000 active; AID 588489; in the data active = inhibition above about 35%, passing the limit was not always enough;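 note: plate controls were DMSO wells with GST-MLLE for no effect and wells lacking GST-MLLE protein for full effect; some results filed as inactive read as strong as hits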
NadD inh – blocks S. aureus nicotinate mononucleotide adenylyltransferase | purified NadD enzyme, colorimetric absorbance read-out | inhibition, % at 20 µM | 0.78% of 360,000 active; in the data active = inhibition above about 26%; note: some compounds past the cut are filed as inactive
Tb MetRS inh – blocks T. brucei methionyl-tRNA synthetase activity; purified T. brucei MetRS, ATP depletion, Kinase-Glo luminescence; inhibition, % at 11.9 µM; 0.4% of 360,000 active;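 active = inhibition above a per-plate cutoff of the control wells' mean inhibition plus 3 SD, cut at about 5.5% in these data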;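 note: 0% = DMSO wells median and 100% = median of wells with control inhibitor compound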
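Assay system: T. brucei methionyl-tRNA synthetase, purified | Medium: HEPES buffer with MgCl2, KCl, DTT, spermine, BSA, pyrophosphatase | Compound: 11.9 µM single point | Incubation: 15 min enzyme-compound preincubation, 2 h reaction, 10 min detection, 25 °C | Measured by: Kinase-Glo luciferase luminescence reporting remaining unconsumed ATP | Measure: % inhibition normalized to control-well medians | Replication: Singlicate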
Scp-1 inhibitor – Scp-1 (human) phosphatase inhibition. AID 493091. inhibition, % at 20 µM. 0.88% of 340,000 active. Recombinant Scp1, phosphopeptide, malachite green phosphate absorbance;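 active = inhibition above about 50% at 20 µM, limit read from the data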;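 note: plate controls were DMSO wells with enzyme for no effect and wells lacking enzyme for full effect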
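Test system: SCP-1 phosphatase catalytic domain, residues 76-261 | Compound dosing: One concentration, 20 µM, with 1.0% DMSO | Schedule: 45 min room-temperature reaction, 5 min colour, 30 min stabiliser | Detection: Absorbance at 630 nm | Read-out basis: % inhibition of SCP-1 phosphate liberation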
The depositor's hits bear a star; i = inactive; · = no result given.

SMILES	Rpn11 inh	SUMO1 PPI mod	DNMT1 inh	CSN inh	STEP block	LMPTP block	MLLE-PAM2 inh	NadD inh	Tb MetRS inh	Scp-1 inhibitor
O=[N+]([O-])c1ccc(N=NNc2ccc([N+](=O)[O-])cc2)cc1	i	-12	-1	26	-3	14	-12	0	-0.2	-21
c1cnc2nc(-c3ccc4c(c3)OCO4)cn2c1	i	-10	-4	-2	-9	-0.2	9	-3	-0.3	-3
Cc1ccc(CNS(=O)(=O)CCNC(=O)c2ccc3c(c2)OCO3)cc1	i	-2	0	-2	-1	0.6	-4	-9	-0.3	1
O=C1C=C(NCc2ccc(Cl)cc2)CCC1	i	5	0	-1	-2	-0.8	-2	-7	0.1	-3
CC(C)Oc1ccccc1C1NC(=O)CCC1[N+](=O)[O-] (stereo not given)	i	0	0	0	-1	-1.3	-6	-3	-0.7	0
Cc1cc(/C=N/O)c(C)n1-c1cccc(Cl)c1	i	-4	-13	-1	-1	-1.0	-8	-6	-0.6	-3
CC(CCc1ccccc1)NC(=O)COC(=O)c1cccs1 (stereo not given)	i	-3	0	-2	5	-0.5	10	1	0.9	-12
O=C(Cc1cccs1)Nc1nnc(-c2ccccc2)s1	i	2	1	-4	-1	1.4	-1	0	2.3	-8
CCOC(=O)c1c(C)c(C(=O)N2CCN(C(=O)c3ccco3)CC2)c(C)n1C	i	2	-1	-3	2	-1.5	-3	-4	-1.1	-6
O=C(COc1cccc2c1CCNC2=O)Nc1ccc(F)cc1	i	6	1	0	1	-1.2	11	-2	0.1	4
COc1cccc(NC(=O)Nc2cccc(C(=O)O)c2)c1	i	2	5	-8	-4	-1.5	14	8	-0.5	-5
CCCCCCN1C[C@H](O)[C@@H](n2cc(COC(=O)c3ccccc3)nn2)C[C@@H]1c1ccccc1	i	4	4	-3	1	-0.4	1	0	-1.1	·
CCN(CC)N=Nc1[nH]nc2nc(C)cc(C)c12	i	-1	6	3	1	1.3	-15	-4	0.2	-10
NS(=O)(=O)c1ccc(NC(=O)C2Cc3ccccc3C(=O)O2)cc1 (stereo not given)	i	1	5	8	-1	-1.2	-12	2	-1.1	-2
Cc1nc(=O)c(-c2ccccc2)c(C)n1-c1ccc(O)cc1	i	0	-3	-3	-2	-2.5	2	-4	-0.4	-6
Cc1[nH]c2ccccc2c1C(=O)CSC(=S)N1CCOCC1	i	4	1	-2	-1	0.2	-6	-6	-0.6	-9
COc1ccc(NC(=O)O/N=C/c2ccc(Br)cc2)cc1	i	2	-6	4	0	0.1	8	-6	0.3	-9
Cc1[nH]c2ccccc2c1C(=O)COC(=O)c1ccc([N+](=O)[O-])s1	i	32	18	1	-1	2.7	-13	3	0.4	-10
C#Cc1ccc(CN2CCN(CCc3ccccc3)C(CCO)C2)cc1 (stereo not given)	i	-3	-2	-6	-2	-0.7	-7	-3	-1.0	-9
CC1CN(C(=O)c2ccc(COCC(F)(F)F)o2)CC(C)O1 (stereo not given)	i	2	4	1	-3	-0.4	5	-7	-0.6	-3
Cc1cccc(OC(=O)Cn2c(C(F)(F)F)nc3ccccc32)c1	i	-3	-1	-2	-1	0.0	8	-2	-1.5	-7
Cc1ccc(NC(=O)CSc2nnc(CNC(=O)c3cccs3)o2)c(C)c1	i	1	7	-1	-6	-0.6	3	3	-1.2	-1
COc1cc(CCN=Cc2ccccc2O)c([N+](=O)[O-])cc1OC	i	-13	-1	-1	1	0.2	0	7	-0.9	·
CCCc1c(C(=O)N/N=C/c2ccc(OCc3ccc(F)cc3)cc2)nnn1-c1nonc1N	i	-3	37	0	3	-0.4	-1	7	0.9	·
CCOc1ccc(N2CC(C(=O)Nc3ccc(S(=O)(=O)Nc4nccs4)cc3)CC2=O)cc1 (stereo not given)	i	12	-1	6	2	-0.8	-8	6	-0.3	-8
CCCN(CCC)CCCNC(=O)c1cc2c(=O)n(C)c3ccccc3c2n1C	i	6	4	5	3	1.3	4	-4	0.4	-4
CS(=O)(=O)c1nc(-c2ccc(Br)cc2)n[nH]1	i	-1	3	2	4	-0.8	-3	0	0.8	8
CCOC(=O)c1c[nH][nH]c1=O	i	2	-3	2	1	-0.8	6	-3	-0.5	-11
CC(=O)c1ccc(Nc2nc(C(C)N)cs2)cc1 (stereo not given)	i	1	3	3	-3	-1.2	1	20	-0.2	·
COCc1cc(=O)n2[nH]c(C)c(-c3ccc(Cl)cc3)c2n1	i	-3	5	5	0	-1.9	1	1	0.5	·
CCCc1nc(SCC(=O)Nc2nnc(SCC)s2)c2c(=O)n(C)c(=O)n(C)c2n1	i	1	12	0	-3	-1.9	18	6	-1.0	-11
Cc1c(N)cccc1N	i	2	-9	-1	1	0.2	7	-3	-0.4	-6
Cc1cccc(C(=O)NNC(=O)C23CC4CC(CC(C4)C2)C3)c1O	i	6	2	-4	0	-0.9	-4	-8	-0.3	-12
CC(=O)c1c(C)nc(-c2ccc(OCC(=O)Nc3ccc(F)cc3)cc2)n1O	i	4	-1	2	3	-1.4	5	1	-0.9	-12
C=CCn1c(SCC#N)nc2c(c1=O)C(C)(C)Cc1ccccc1-2	i	-1	-4	3	0	3.4	16	6	0.7	-7
C/C(CC(=O)C(F)(F)F)=N\NC(=O)/C(C#N)=C/N(C)C	i	0	1	11	-2	-0.3	2	3	-1.4	6
Cc1cc(C)cc(N(CC(=O)NC2CCCC2)C(=O)CCC(=O)Nc2cc(C)on2)c1	i	3	0	1	2	-0.6	-12	-1	-0.3	-4
CCc1cc(C(=O)NC(C)C2CCCO2)cs1 (stereo not given)	i	-3	2	-4	-2	-0.6	-5	-1	-0.3	-8
O=C(COC(=O)C1CCC(=O)N1)Nc1cc(Cl)ccc1Cl (stereo not given)	i	0	-1	-6	1	0.2	-1	-2	0.2	-1
CCCCn1c(CN(C)Cc2ccccc2)nc2c1c(=O)n(C)c(=O)n2C	i	3	0	-3	-1	0.2	3	5	0.1	-5
O=C(COC(=O)CN=C1NS(=O)(=O)c2ccccc21)Nc1ccccc1OC(F)F	i	-1	0	2	-1	-0.5	-4	4	0.0	-1
CC1(O)N(Cc2ccccc2)C(=O)OC12CCCCC2 (stereo not given)	i	0	-2	0	-1	0.2	-2	2	-0.2	-8
COCCCN1C(=O)c2ccc(C(=O)NCc3ccco3)cc2C1=O	i	-23	2	-2	2	-0.8	-19	-2	-0.4	-10
COC(=O)c1ccc(-c2sc3nc(N4CCOCC4)c4c(c3c2N)CC(C)(C)OC4)o1	i	-1	21	0	-1	0.3	-3	-3	-1.2	-2
Cc1ccc2cc(CCNC(=O)C(C)C)c(=O)[nH]c2c1C	i	2	3	2	1	-0.5	-3	-1	0.4	-10
Cc1cccc(NC(=O)c2ccco2)c1C	i	-1	9	2	2	0.6	1	8	-0.7	6
O=C(Cc1ccc(Br)cc1)Nc1ccccc1Sc1ccccc1	i	1	-2	-4	-1	3.2	8	5	-0.5	-8
COc1ccc(CCNC(=O)C(=O)NCC2OCCN2S(=O)(=O)c2ccc3c(c2)OCCO3)cc1 (stereo not given)	i	4	-1	1	3	0.0	-13	-4	-0.5	-2
CC1(C)Cc2c(c(-c3ccco3)[nH]c(=O)c2C#N)CO1	i	-12	0	-11	1	0.4	30	1	0.6	-9
CCCN(C(=O)CSc1nc(C2CC2)n(-c2ccccc2)n1)C1CCS(=O)(=O)C1 (stereo not given)	i	4	1	-1	-2	-0.5	-12	-2	-0.1	0
O=C(NCC1CCCO1)c1ccc2c(=O)n(CC3CCCO3)c(=S)[nH]c2c1 (stereo not given)	i	3	3	0	-3	-1.2	-31	-2	-1.2	-4
OCC1OC(n2nnc3ccccc32)C(O)C(O)C1O (stereo not given)	i	3	0	3	2	0.5	4	-1	0.4	-2
COc1cc(NC(=O)c2ccccc2)c(C)cc1NC(=O)CC(CC(=O)O)c1ccccc1 (stereo not given)	i	-4	-1	1	0	-0.3	8	-3	-1.1	-3
CC(C)CNC(=O)c1cc2nc(C3CC3)cc(C(F)(F)F)n2n1	i	-2	1	7	1	-0.8	0	-1	-0.2	-2
CC1(c2ccc(Cl)cc2)NC(=O)N(CC(=O)N2CCCC2)C1=O (stereo not given)	i	4	2	-4	0	-2.2	2	0	-0.1	-6
Cc1cc(C)nc(N/N=C/C2=C(O)CC(c3ccc(F)cc3)CC2=O)n1 (stereo not given)	i	-5	-1	1	1	-0.4	10	1	-0.4	-23
COC(=O)[C@]12C(=O)NC[C@H](CN1c1ccc(C(F)(F)F)cc1)N2C	i	5	7	-2	1	-1.2	1	0	-0.2	1
CCOC(=O)CC(=O)CSc1ccc2nnc(-c3cccc(F)c3)n2n1	i	3	-1	3	0	0.0	10	-7	0.0	0
COc1cc(F)ccc1-c1csc(C(NC(C)=O)c2cccc(F)c2)n1 (stereo not given)	i	1	1	1	-2	-0.8	-6	-6	-0.1	·
CC1CCCC(C)N1C(=O)c1cc(-c2ccco2)on1 (stereo not given)	i	2	-2	1	0	0.0	1	3	-1.6	-7
CC(C)n1c(SCC(=O)Nc2ccccc2)nc2c1c(=O)[nH]c(=O)n2C	i	-3	0	-4	1	-0.5	9	-7	-0.3	-9
C=CCc1cc(Cl)ccc1OCCN(C)C	i	1	2	-2	1	-0.6	-11	-3	-1.4	-3

Structural class, those above containing a CF3 group (five)
SMILES	Rpn11 inh	SUMO1 PPI mod	DNMT1 inh	CSN inh	STEP block	LMPTP block	MLLE-PAM2 inh	NadD inh	Tb MetRS inh	Scp-1 inhibitor
CC1CN(C(=O)c2ccc(COCC(F)(F)F)o2)CC(C)O1 (stereo not given)	i	2	4	1	-3	-0.4	5	-7	-0.6	-3
Cc1cccc(OC(=O)Cn2c(C(F)(F)F)nc3ccccc32)c1	i	-3	-1	-2	-1	0.0	8	-2	-1.5	-7
C/C(CC(=O)C(F)(F)F)=N\NC(=O)/C(C#N)=C/N(C)C	i	0	1	11	-2	-0.3	2	3	-1.4	6
CC(C)CNC(=O)c1cc2nc(C3CC3)cc(C(F)(F)F)n2n1	i	-2	1	7	1	-0.8	0	-1	-0.2	-2
COC(=O)[C@]12C(=O)NC[C@H](CN1c1ccc(C(F)(F)F)cc1)N2C	i	5	7	-2	1	-1.2	1	0	-0.2	1

Screening data: PubChem BioAssay, several laboratories

Rows were taken by chance, and some 3.6% of all compounds hit somewhere here.
